Screening results deposited in PubChem BioAssay by National Center for Advancing Translational Sciences (NCATS).
D3 antag – D3 dopamine receptor (human) antagonism. P35462. D3R cells, DiscoveRx beta-arrestin luminescence, antagonist mode; stronger effect = lower value. max response, negative = inhibition, %. 2.5% of 360,000 active; in the data active = max response below about -50%; inconclusive = no clear call, values can overlap the other calls; note: % is set by controls: 0 for no effect and ±100 for the full control effect; mostly tested at two doses, the higher about 12 µM
Target sequence (P35462 whole entry, looked up): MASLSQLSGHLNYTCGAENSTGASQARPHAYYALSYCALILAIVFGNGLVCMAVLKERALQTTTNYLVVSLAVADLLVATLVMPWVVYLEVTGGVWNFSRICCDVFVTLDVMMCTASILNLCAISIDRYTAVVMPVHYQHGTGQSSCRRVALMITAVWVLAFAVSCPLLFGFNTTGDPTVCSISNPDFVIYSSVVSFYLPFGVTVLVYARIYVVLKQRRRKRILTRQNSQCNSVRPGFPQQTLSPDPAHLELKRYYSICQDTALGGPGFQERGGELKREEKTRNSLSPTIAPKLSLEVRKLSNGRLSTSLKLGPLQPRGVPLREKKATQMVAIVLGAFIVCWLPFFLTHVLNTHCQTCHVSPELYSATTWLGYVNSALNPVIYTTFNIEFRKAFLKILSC
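Cells plated overnight at 1500 cells/well, then exposed to library compounds with dopamine controls for 90 minutes at 37 degrees C. DiscoveRx reagent added for 30–60 minutes at room temperature; luminescence read, quantitative HTS format.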
HT1080NT lethal – kills 2HG-producing HT-1080-NT fibrosarcoma cells. HT-1080-NT fibrosarcoma viability, CellTiter-Glo ATP luminescence, 48 h. Potency, µM (highest dose often 46.1 µM), without a hit: at the highest dose activity, negative = less viability, usual class: cytotoxic. 1.6% of 360,000 active;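 note: NT is the 2HG producing partner of a matched IDH1 knockdown line; potency is the fitted concentration of half-maximal effect; 0% = DMSO-treated cells and -100% = media-only wells without cells; nearly all actives have a fitted effect of over 55% in size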
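Luminescent CellTiter-Glo readout after 48 hours of compound exposure at 37 degrees C defined viability of HT-1080-NT cells. Activity was normalized to DMSO wells and cell-free media wells; concentration-response curves were fitted and assigned curve classes.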
GLP1R ag – activates the human GLP-1 receptor; P43220; HEK293 GLP-1R CRE-luciferase, luminescence, 4-6 h; cells express a hypersensitive GLP-1R form; Potency, µM (doses to about 45.6 µM), for inactives: at the top dose activation, hits mostly activators; 0.007% of 380,000 active; AID 624172; note: potency is the fitted concentration of half-maximal effect; % of control where 0% means no effect
Target sequence (P43220 whole entry, looked up): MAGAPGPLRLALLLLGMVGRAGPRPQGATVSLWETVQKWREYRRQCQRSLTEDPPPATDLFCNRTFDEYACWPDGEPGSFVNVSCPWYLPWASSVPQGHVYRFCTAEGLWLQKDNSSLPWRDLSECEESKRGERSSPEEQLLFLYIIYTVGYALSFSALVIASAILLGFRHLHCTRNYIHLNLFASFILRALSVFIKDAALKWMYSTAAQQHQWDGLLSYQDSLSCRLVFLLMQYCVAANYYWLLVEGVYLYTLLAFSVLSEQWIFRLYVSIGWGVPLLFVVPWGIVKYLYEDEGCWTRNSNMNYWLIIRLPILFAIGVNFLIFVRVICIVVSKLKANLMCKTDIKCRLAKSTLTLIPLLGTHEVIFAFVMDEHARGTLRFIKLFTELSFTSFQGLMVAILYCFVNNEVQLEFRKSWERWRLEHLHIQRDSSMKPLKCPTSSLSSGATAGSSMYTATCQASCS
D3 ag – agonists of human D3 dopamine receptor. P35462. D3R DiscoveRx beta-arrestin cells, luminescence, 90 min. max activation, %. 0.58% of 410,000 active. AID 652048; in the data active = max activation above about 30%; note: 0% is about no effect; mostly tested at two doses, the higher about 12 µM
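Agonist mode: compounds and dopamine controls were applied to plated cells for 90 min at 37 degrees C after an overnight attachment at 1500 cells/well. Luminescent read-out followed 30 - 60 minutes at room temperature with DiscoveRx detection reagent.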
SW480 rerep – induces DNA re-replication in SW480 colon adenocarcinoma cells; SW480 DNA re-replication, Hoechst DNA content imaging, 48 h; Potency, µM (doses to about 46.1 µM), without a hit: at the highest dose re-replication activation, hits mostly activators; 1.8% of 340,000 active; AID 624297; note: potency is the fitted concentration of half-maximal effect; % of control where 0% means no effect; nearly all actives have a fitted effect of over 55% in size
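Per well, 250 cells were exposed to pinned compound for 48 hr. Nuclear DNA was visualised with Hoechst (40 min, 37 C) and total object intensity recorded by fluorescence scanning.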
KB-3-1 tox – kills parental KB-3-1 adenocarcinoma cells. Potency, µM (doses to about 46.1 µM), for the others: at the top dose activity change, negative = cytotoxic, usual class: cytotoxic. AID 1347075. 1.4% of 400,000 active. KB-3-1 viability, CellTiter-Glo ATP luminescence, 72 h; note: potency is the fitted concentration of half-maximal effect; % is set by controls: 0 for no effect and ±100 for the full control effect; nearly all actives have a fitted effect of over 60% in size
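Using CellTiter-Glo luminescence, growth of non-resistant KB-3-1 adenocarcinoma cells is assessed 72 h after pin-tool compound addition at 37 °C. Normalized responses across the concentration series yield fitted curves.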
IL-1B inflam inh – blocks inflammasome-driven IL-1 beta release; THP-1 LPS/ATP IL-1B secretion, AlphaLISA, 16 h; stronger effect = lower value; 4.7% of 360,000 active; activity change, % at 57.5 µM; in the data active = activity change below about -50%; inconclusive = mostly about -30% to -49%; note: % is set by controls: 0 for no effect and ±100 for the full control effect
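Secreted IL-1B measured by AlphaLISA bead assay after 16 h compound exposure of THP-1 cells; compounds (final up to 57.5 uM) added 1 h before LPS (250 ng/mL) and ATP (1.25 mM) stimulation; lower signal means less secretion.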
HT1080 IDH1KD tx – HT-1080 IDH1 knockdown cell toxicity (counter line). HT-1080 IDH1 knockdown viability, ATP luminescence, 48 h. Potency, µM (doses to about 46.1 µM), for inactives: top-dose activity, negative = toxicity, most hits filed as cytotoxic. 2% of 360,000 active;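 note: potency is the fitted concentration of half-maximal effect; 0% = DMSO wells and -100% = cell-free medium wells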
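In this qHTS, HT-1080 cells depleted of IDH1 are exposed for 48 h at 37 °C to compound titrations. Toxicity is scored from CellTiter-Glo luminescence, with DMSO as full viability and medium alone as none.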
KB-V1 cytotox – kills drug-selected multidrug resistant KB-V1 cells; KB-V1 MDR cells viability, CellTiter-Glo, 72 h; Potency, µM (highest dose often 46.1 µM), for inactives: at the top dose activity change, negative = cytotoxicity, hits mostly cytotoxic; 3.4% of 400,000 active; AID 1347076; note: potency is the fitted concentration of half-maximal effect; % is set by controls: 0 for no effect and ±100 for the full control effect; nearly all actives have a fitted effect of over 60% in size
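qHTS viability screen in drug-selected KB-V1 MDR cells: 72 h compound treatment at 37 degrees C, ATP luminescence end point.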
Active calls of the source: *; i = inactive; ? = inconclusive; nt = no result given; [ ] = another dose, or the depositor's remark. Unless noted, calls come from the whole dose curve; as a rule, active = well fitted curve in the direction sought with a large enough effect; inconclusive = small, poorly fitted or top-dose-only effect, or another doubt; inactive = no such curve, though single readings can be large; an effect the other way counts as inactive or inconclusive.

SMILES | D3 antag | HT1080NT lethal | GLP1R ag | D3 ag | SW480 rerep | KB-3-1 tox | IL-1B inflam inh | HT1080 IDH1KD tx | KB-V1 cytotox
Cc1ccc(-n2[nH]c(C)c(C=Nc3ccc(C)cn3)c2=O)cc1 | 13 | 7.9µM* | -2% | 0 | -4% | ? | 20 | 0% | ?
NC(=O)COc1ccc(/C=N\NC(=O)c2ccc(-c3ccccc3)cc2)cc1 | 18 | -5% | 0% | 0 | ? | 3% | i | 6% | -1%
COc1cccc(CN(C)C(=O)c2cc(S(=O)(=O)N3CCN(c4ccccc4)CC3)ccc2Cl)c1 | 6 | -1% | -4% | 7 | -1% | ? | -14 | -4% | ?
CC1CN(C(=O)c2nn(C)cc2[N+](=O)[O-])CC(C)O1 (stereo not given) | 2 | 19% | 0% | 5 | -1% | 15% | 13 | 22% | 29%
CC(C)NC(=O)N(C)C[C@H]1Oc2c(NS(=O)(=O)c3cn(C)cn3)cccc2C(=O)N([C@H](C)CO)C[C@@H]1C | 16 | 20% | -5% | 1 | -1% | 0% | 10 | 15% | 3%
CCCn1c(=O)n(-c2ccccc2Cl)c(=O)c2sc3ccccc3c21 | nt | nt | 1% | 8 | nt | 14% | nt | nt | 0%
COc1ccc(OC)c(NC(=O)c2nc(-c3ccccc3)oc2C)c1 | 20 | 5% | 0% | 2 | -42%[inhibitor] | 2% | 26 | 5% | 6%
CC1CCN(C(=O)Cn2c(SCC(=O)Nc3nccs3)nc3ccccc32)CC1 | 10 | -4% | -4% | 20 | 1% | 1% | -2 | -3% | 4.6µM*
CCOc1ccc(/C(C)=N/NC(=O)C(OC)c2ccccc2)cc1 (stereo not given) | -13 | -18% | 13% | 2 | -2% | ? | 14 | -27% | ?
Cc1cc(C(=S)N2CCOCC2)c(C)n1-c1ccc(F)cc1 | 0 | 6% | -2% | 2 | -6% | 9% | -7 | 15% | -1%
CCc1cc[n+](-c2nc([O-])sc2C=O)cc1 | -14 | 6% | 3% | -2 | -3% | 12% | 33 | 9% | ?
Cc1ccc(C(=O)Nc2nc(=O)n(C)s2)cc1 | 17 | 16% | -5% | 4 | -1% | 8% | -12 | 6% | 2%
CC1CCCCN1C(=O)CCC(=O)Nc1nnc(C2CCCCC2)s1 (stereo not given) | -11 | 14% | 1% | 2 | 5% | 4% | 24 | 18% | ?
CCc1nnc(NS(=O)(=O)c2ccc(NC(=O)c3ccc(Cl)cc3)cc2)s1 | -17 | -9% | -3% | -5 | -3% | -13% | 11 | -13% | 2%
CCCc1cc(=O)[nH]c(SCC(=O)N(C)CC(=O)Nc2ccc(C)cc2)n1 | -11 | -5% | -5% | -4 | -2% | -12% | 41 | -4% | 20%
Cc1ccc(NC(=O)CN2C(=O)/C(=C3\SC(=S)N(C4CCS(=O)(=O)C4)C3=O)c3ccccc32)cc1 (stereo not given) | 5 | -18% | -13% | 6 | 2% | 20% | 12 | -13% | 2%
COc1ccccc1NS(=O)(=O)c1ccc2oc(SCc3ccc(F)cc3)nc2c1 | -19 | ? | 8% | -14 | -5% | -20% | -6 | -28% | ?
Cn1c(CNC(=O)c2ccc3c(c2)OCO3)nnc1SCC(=O)Nc1ccc(F)cc1F | 9 | 0% | 15% | 15 | -3% | 3% | -1 | 6% | 12%
N#Cc1c(N)oc(-c2ccco2)c1-c1ccco1 | ? | -1% | 5% | 6 | -3% | -2% | ? | -1% | 7%
COC(=O)c1cc2c(-c3ccccc3)c(C)c3ccccn3c-2c1C(=O)OC | -2 | -24% | 18% | -1 | -1% | -5% | -15 | -19% | ?
Cc1c(C(=O)N/N=C/c2ccc(N(C)C)cc2)[nH]c2ccc(Cl)cc12 | 58 | 5.8µM* | 8% | -10 | ? | 5.8µM* | 52 | ? | 5.8µM*
CC(=O)N(C)c1ccc(NC(=O)Nc2ccc(Cl)cc2)cc1 | 18 | -2% | 8% | 5 | -27% | 1% | -25 | 0% | 0%
CCOc1ccc(NC(=S)Nc2cc(-c3ccccc3)[nH]n2)cc1 | ? | -18% | 0% | -6 | 4% | -13% | -19 | -30% | 15µM*
Cc1ccccc1NC(=O)NC1(C(=O)N2CCCC2)CCCCC1 | 7 | 1% | -1% | -1 | 3% | 10% | 4 | 0% | -3%
Cc1cc(C)c(OCC(=O)OC(C)C(=O)N2CCc3ccccc32)c(C)c1 (stereo not given) | 25 | -1% | -9% | 1 | 5% | -19% | 1 | 4% | -9%
(listing goes on)
SMILES | D3 antag | HT1080NT lethal | GLP1R ag | D3 ag | SW480 rerep | KB-3-1 tox | IL-1B inflam inh | HT1080 IDH1KD tx | KB-V1 cytotox
O=C(Nc1ccc(OCCO)cc1)c1csc([C@H]2C[C@H](O)[C@@H](CO)O2)n1 | -8 | 25% | 0% | 8 | nt | 0% | 5 | 10% | 4%
O=C(c1cc([N+](=O)[O-])ccc1Cl)N1CCc2ccccc21 | -13 | -4% | 0% | -5 | -9% | 0% | -18 | -16% | -11%
O=c1[nH]c2ccsc2c(=O)n1CCO | -14 | -3% | 2% | -1 | -4% | 1% | 0 | -1% | -1%
Cc1ccccc1-n1ncc(C(C)NC(=O)c2ccco2)c1C (stereo not given) | 3 | 0% | 0% | 1 | -5% | -3% | 20 | 1% | -8%
Cc1nn(CC(=O)c2cccc(Cl)c2)c(C)c1[N+](=O)[O-] | 6 | 11% | 4% | 1 | 0% | 0% | ? | -3% | -23%
COc1ccc(C(=O)N2CCN(c3ncccn3)CC2)cc1S(=O)(=O)N1CCOCC1 | 2 | 6% | 6% | 2 | -25% | 17% | -5 | 4% | ?
CCC(CC)C(=O)Nc1ccc(Nc2ccccc2)cc1 | 3 | 10% | 0% | 2 | 10% | -5% | 4 | 6% | ?
Cc1nnc(NC(=O)c2ccc3ccccc3n2)s1 | -3 | -2% | 0% | 3 | -7% | -6% | 64 | 2% | 10%
Cc1cccc(N2C(=O)SC(N(C)c3ccccc3)C2=O)c1 (stereo not given) | 1 | 12% | -21% | 3 | -5% | 8% | 5 | -3%[9.24 µM] | -10%
C/C(=N/NC(=O)c1cccs1)c1ccc(NC(=O)COc2ccc(Cl)cc2)cc1 | 3 | 14% | -6% | 1 | ? | ? | 12 | 9% | 0%
COc1ccc(Cl)cc1Nc1nc(C)cc(C)c1C(N)=O | 0 | -25% | -35% | -2 | 2% | 0% | -5 | -16% | 1%
CCOC(=O)CCCCCC(=O)Nc1ccc2c(c1)CC(=O)N([C@@H](C)CO)C[C@@H](C)[C@@H](CN(C)C(=O)Nc1ccc(C(F)(F)F)cc1)O2 | 9 | 2% | 12% | 3 | -8% | 26% | -5 | 0% | 6%
NC1CCN(c2c(F)cc3c(=O)c(C(=O)O)cn(C4CC4)c3c2Cl)C1 (stereo not given) | -17 | 8% | -6% | -10 | 3% | -10% | 0 | 13% | -5%
CC(NC(=O)CN1C(=O)NC2(CCCCC2C)C1=O)c1ccccc1 (stereo not given) | -1 | 5% | 11% | 1 | -22% | -16% | 0 | 2% | -22%
Cc1ccc(Nc2cc(C)nc3nnnn23)cc1 | 13 | 8% | -3% | 3 | -4% | 10% | 3 | 24% | 0%
Cc1c(Nc2cc(=O)oc3ccccc23)c(=O)n(-c2ccccc2)n1C | 8 | 0% | 1% | 10 | 2% | -5% | 0 | -6% | 4%
Cc1ccc(NC(=O)c2ccccc2OCc2ccc([N+](=O)[O-])cc2)nc1 | 5 | 1% | 5% | 1 | -8% | -1% | 1 | 0% | -34%
CCOc1ccccc1CNS(=O)(=O)c1ccc2[nH]c(=O)ccc2c1 | nt | nt | 15% | 6 | nt | 1% | nt | nt | ?
N#Cc1cccc(NC(=O)CN2CCCCCC2)c1 | -65* | 8% | 13% | -21 | 1% | 3% | -4 | 0% | 3%
CCCCCCn1c(SCC(=O)c2ccccc2)nc2c1c(=O)[nH]c(=O)n2C | 34 | 10% | 10% | 6 | -2% | -5% | 19 | 3% | 5%
COc1ccc(S(=O)(=O)NC(C)C(=O)Nc2ccccc2)cc1Cl (stereo not given) | 5 | 0% | 5% | -1 | 4% | nt | 6 | -4% | nt

A run of entries from further up:
SMILES | D3 antag | HT1080NT lethal | GLP1R ag | D3 ag | SW480 rerep | KB-3-1 tox | IL-1B inflam inh | HT1080 IDH1KD tx | KB-V1 cytotox
NC1CCN(c2c(F)cc3c(=O)c(C(=O)O)cn(C4CC4)c3c2Cl)C1 (stereo not given) | -17 | 8% | -6% | -10 | 3% | -10% | 0 | 13% | -5%
CC(NC(=O)CN1C(=O)NC2(CCCCC2C)C1=O)c1ccccc1 (stereo not given) | -1 | 5% | 11% | 1 | -22% | -16% | 0 | 2% | -22%
Cc1ccc(Nc2cc(C)nc3nnnn23)cc1 | 13 | 8% | -3% | 3 | -4% | 10% | 3 | 24% | 0%
Cc1c(Nc2cc(=O)oc3ccccc23)c(=O)n(-c2ccccc2)n1C | 8 | 0% | 1% | 10 | 2% | -5% | 0 | -6% | 4%
Cc1ccc(NC(=O)c2ccccc2OCc2ccc([N+](=O)[O-])cc2)nc1 | 5 | 1% | 5% | 1 | -8% | -1% | 1 | 0% | -34%
CCOc1ccccc1CNS(=O)(=O)c1ccc2[nH]c(=O)ccc2c1 | nt | nt | 15% | 6 | nt | 1% | nt | nt | ?
N#Cc1cccc(NC(=O)CN2CCCCCC2)c1 | -65* | 8% | 13% | -21 | 1% | 3% | -4 | 0% | 3%
CCCCCCn1c(SCC(=O)c2ccccc2)nc2c1c(=O)[nH]c(=O)n2C | 34 | 10% | 10% | 6 | -2% | -5% | 19 | 3% | 5%
COc1ccc(S(=O)(=O)NC(C)C(=O)Nc2ccccc2)cc1Cl (stereo not given) | 5 | 0% | 5% | -1 | 4% | nt | 6 | -4% | nt
